Myeloid diff 2: myeloid differentiation induction; ER-HoxA9 myeloid progenitors, lysozyme-GFP differentiation, flow cytometry; calls only at 10 µM; actives 1% (n = 360,000); AID 624256;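 active = normalized GFP-positive differentiation at or above the plate's own cutoff, the solvent-only control mean plus 3 SD; inconclusive = no clear call, values can overlap the other calls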;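 note: cells exposed to compound for four days before flow analysis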
MgcRacGAP inhibition: MgcRacGAP GTPase-activating activity inhibitors, confirmation, biochemical, ADP Hunter fluorescence; actives 0.6% (n = 340,000); MgcRacGAP-stimulated Rac1 GTP hydrolysis, ADP Hunter fluorescence; higher % means a stronger effect; GST-tagged Rac1 F28L mutant substrate; AID 624330; inhibition, % at 30 µM; hits with a dose series show IC50 in µM;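 active = first-screen hits whose inhibition reached a set limit at any dose in the follow-up dose series; inconclusive = inhibition above the set first-screen limit but never retested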;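 note: fluorescence reports GDP produced by GAP-driven GTP hydrolysis; strong numbers were not always called active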
T cell modulator: T cell immune modulators affecting CD8 T cell-vesicle binding; 2C CD8+ T cell-vesicle binding, flow cytometry; hits give low values; calls only at 7 µM; actives 0.068% (n = 330,000); AID 2052;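 active = response, share of CD8 T cells binding vesicles, and their 90th percentile fluorescence all below set limits, cut at about 80% in these data, passing the limit was not always enough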
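Assay system: 2C TCR transgenic mouse naive CD8+ T cells, MACS-purified | Read-out: CD8+ gate FL2 mean fluorescence as % of same-row positive control | Signal: High-throughput flow cytometry with anti-B7-1 and anti-CD8 staining | Timing: Binding step 1.5 h, 37 °C, antibody labelling 20 min, ice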
RSV CPE inhibition: inhibition of RSV-induced cytopathic effect – HEp-2 cells, primary 10 µM value included (AID 2391); HEp-2 cells, RSV-induced CPE inhibition; higher % means a stronger effect; CPE inhibition, % at 10 µM, or IC50 in µM where a hit was titrated; actives 0.13% (n = 310,000); in the data active = a potency from the dose series; inconclusive = CPE inhibition mostly from about 23% at the one dose, without a potency; inactive = the rest, 99 in 100 with CPE inhibition below about 21%; note: strong numbers were not always called active
Large T inhibition: TAg ATPase/helicase activity blockers – biochemical (AID 1903) | SV40 large T antigen ATPase/helicase inhibition assay; higher % means a stronger effect | inhibition, % at 20 µM, or IC50 in µM where a hit was titrated | actives 0.39% (n = 310,000); in the data active = a potency from the dose series; inconclusive = inhibition mostly from about 32% at the one dose, without a potency; inactive = the rest, 99 in 100 with inhibition below about 32%; note: strong numbers were not always called active
Salmonella PhoP GFP: PhoP-dependent GFP reporter repression – Salmonella Typhimurium, primary screen (AID 1863) | S. Typhimurium PhoP-regulated promoter GFP reporter, 4 h; higher % means a stronger effect | inhibition, % at 50 µM, or IC50 in µM where a hit was titrated | actives 0.16% (n = 300,000);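 active = inhibition over 29.93%, a cutoff 3 SD above the screen mean, later confirmed by dose response; inconclusive = inhibition over 29.93% but no dose response follow-up; inactive = inhibition at most 29.93% or unconfirmed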;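 note: 0% = low Mg2+ inducing control and 100% = high Mg2+ repressing control; strong numbers were not always called active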
TNAP activators: stimulation of alkaline phosphatase TNAP activity – biochemical, luminescent, no phosphate acceptor, uHTS, primary screen (AID 1001). purified TNAP, luminescent activation assay, no phosphate acceptor; higher activation fold means a stronger effect. activation fold at 20 µM; hits with a dose series show EC50 in µM. actives 0.03% (n = 200,000); in the data active = activation fold from about 3, or a potency from the dose series; inactive = the rest, 99 in 100 with activation fold below about 1.6; note: many of its hits are not listed in these tables
NTR1 agonist: agonists of NTR1, primary screen, imaging, U2OS cells, beta-arrestin-GFP, high content (AID 493036) | NTR1-U2OS beta-arrestin-GFP spot imaging, agonist mode | P30989 | activation, % at 20 µM | actives 0.17% (n = 330,000);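 active = activation at or above 40% of the spot to cytoplasm intensity ratio, with at least 20 cells analyzed; inconclusive = wells under 20 cells, flagged as cytotoxic or low count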;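 note: 0% = DMSO without peptide and 100% = 100 nM NTR1 peptide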
Target sequence (P30989 whole entry, looked up): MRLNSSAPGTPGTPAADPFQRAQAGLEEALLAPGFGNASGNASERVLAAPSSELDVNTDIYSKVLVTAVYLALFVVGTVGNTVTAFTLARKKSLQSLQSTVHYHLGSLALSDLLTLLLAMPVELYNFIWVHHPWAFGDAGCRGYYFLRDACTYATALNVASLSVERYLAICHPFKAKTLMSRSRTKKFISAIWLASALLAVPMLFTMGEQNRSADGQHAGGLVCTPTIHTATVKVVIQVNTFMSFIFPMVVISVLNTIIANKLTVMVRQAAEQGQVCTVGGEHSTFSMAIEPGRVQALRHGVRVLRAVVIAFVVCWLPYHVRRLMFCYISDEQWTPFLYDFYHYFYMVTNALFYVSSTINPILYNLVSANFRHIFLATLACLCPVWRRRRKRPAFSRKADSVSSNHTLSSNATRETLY
K1F lysis inhibition: inhibition of K1F phage lysis, E. coli UTI89, bacterial capsule biogenesis inhibitors, alamar blue (AID 488966) | actives 0.02% (n = 340,000) | one-dose inhibition, % at 100 µM; IC50 in µM for titrated hits | E. coli UTI89 K1F phage lysis, alamar blue, 2 h; higher % means a stronger effect;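 active = phage lysis inhibition, versus mean bacterial control, above a set limit; inconclusive = no clear call, values can overlap the other calls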;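 note: capsule biogenesis inhibitors block K1F phage lysis so surviving cells raise fluorescence; higher fluorescence means more inhibition of phage lysis; actives were called in the ten point dose series up to 300 µM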
T cell modulator vesicle-bound %: further read-out of T cell modulator, marked with its call; double positive events, %; measured here: CD8+ vesicle-bound cell fraction;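 binding gate set so that unloaded-vesicle control wells show 10% double positive cells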
NTR1 agonist cell count 20 µM: further read-out of NTR1 agonist, marked with its call; cell count; measured here: cell count, cytotoxicity flag
Myeloid diff 2 GFP+ MAC1+ %: further read-out of Myeloid diff 2, marked with its call; GFP+ MAC1+ double positive, %; measured here: differentiation confirmed by MAC1 staining
The depositor's hits bear a star; i = inactive; u = inconclusive; x = no result given; [ ] = another dose, or the depositor's remark. Rows were taken by chance; 2.3% or so of the library scored in one or more.

SMILES | Myeloid diff 2 | Myeloid diff 2 GFP+ MAC1+ % | MgcRacGAP inhibition | T cell modulator | T cell modulator vesicle-bound % | RSV CPE inhibition | Large T inhibition | Salmonella PhoP GFP | TNAP activators | NTR1 agonist | NTR1 agonist cell count 20 µM | K1F lysis inhibition
NNC(=O)CNC(c1ccccc1)c1cc(Br)ccc1NC(=O)c1ccccc1Br (stereo not given) | i | 0.7 | 6.7% | i | 62.2 | 6.4% | 7.3% | 11.6% | 1 | -0.6 | 70 | 0.0%
CCOC(=O)C(NC(=O)NCc1ccc(F)cc1)(OCC)C(F)(F)F (stereo not given) | i | 0.2 | 3.4% | i | 22.2 | 1.5% | 11.1% | 7.7% | 1.1 | 3.3 | 73 | 1.9%[50 µM]
O=C(NCCc1ccccc1)N1c2ccccc2Sc2ccccc21 | i | 0.8 | 4.1% | i | 17.5 | 12.4% | 5.4% | 5.2% | 1.1 | 4.7 | 89 | 0.7%
COc1ccc(Cl)cc1NC(=O)CCNC(=O)OCc1ccccc1 | i | 0.2 | 9.1% | i | 59.6 | 3.2% | 2.7% | -4.8% | 1 | 0.0 | 85 | -0.1%
O=C(NCCS(=O)(=O)N1CCN(c2ccccc2F)CC1)c1c(F)cccc1F | i | 1.2 | 0.6% | i | 16.3 | -1.7% | 15.3% | -2.0% | x | 0.6 | 58 | 0.6%[50 µM]
CCN1C(=O)C(CC(=O)Nc2ccccc2Cl)N(NC(=O)c2cccc(F)c2)C1=S (stereo not given) | u | x | -6.7% | i | 66.8 | -0.7% | -2.5% | -0.4% | x | -0.1 | 57 | 0.5%
OCC[C@H]1C[C@H](O)[C@@H](O)[C@@]2(Cc3ccccc3O2)O1 | i | 0.9 | 3.1% | i | 45.5 | 2.5% | 0.4% | 1.0% | x | -0.8 | 62 | 0.7%
O=C(Nc1ccccc1NC(=O)c1c(F)c(F)c(F)c(F)c1F)c1c(F)c(F)c(F)c(F)c1F | i | 0.3 | 7.2% | i | 39.0 | 0.6% | 10.9% | -7.5% | 1 | 21.1 | 72 | 0.0%
COc1ccc(Br)cc1S(=O)(=O)n1ccnc1 | i | 0.6 | 3.1% | i | 45.8 | -0.6% | 23.5% | -17.0% | 1.1 | 0.2 | 82 | 0.2%
Clc1cccc(OCCCCN2CCCCC2)c1 | i | 0.8 | u | i | 40.3 | -0.3% | 8.9% | -2.9% | x | -0.7 | 65 | -0.8%
O=C(COC(=O)c1cc(S(=O)(=O)Nc2ccccc2Cl)ccc1O)Nc1ccc(F)c(F)c1F | i | 1.6 | 2.0% | i | 42.7 | x | x | x | x | 0.9 | 48 | 1.3%
O=C(Nc1cccc2ccccc12)c1ccccc1Cl | i | 0.9 | 7.1% | i | 63.5 | 1.0% | 11.5% | -0.7% | x | -1.0 | 88 | 0.0%
COc1ccc(NC(=O)CCCNC(=O)Cn2cnc3sc(C)c(C)c3c2=O)c(OC)c1 | i | 1.7 | 3.4% | i | 25.6 | -0.2% | 4.8% | 2.1% | x | -2.3 | 48 | 0.0%
CN(C)S(=O)(=O)c1cc(NC(=O)CN2CCNC(=O)C2)ccc1Cl | i | 0.6 | 9.1% | i | 16.3 | 1.6% | 8.6% | -7.3% | 1.2 | 5.2 | 59 | 3.0%
COc1ccc(Nc2cc(C(=O)N3CCc4ccccc4C3)c3ccccc3n2)c(OC)c1 | i | 0.8 | -0.9% | i | 56.5 | u | 9.7% | -1.3% | 1.1 | 2.0 | 90 | 0.1%
CC(=O)Nc1ccc(S(=O)(=O)N2CCN(C(=O)c3ccco3)CC2)cc1 | i | 0.7 | 4.2% | i | 20.8 | 0.4% | 2.4% | 2.1% | x | -1.6 | 74 | -0.2%
Cc1cnc(C(=O)NCCc2ccc(Cl)cc2)cn1 | i | 0.2 | 8.6% | i | 10.7 | 2.4% | 1.3% | 5.1% | x | 0.0 | 60 | 0.0%
CCS(=O)(=O)c1ccc(O)c(NC(=O)/C=C/c2ccccc2)c1 | i | 0.3 | 5.4% | i | 56.6 | 2.4% | 10.5% | -4.9% | 1.1 | 0.1 | 45 | -0.4%
Cc1ccc2c(c1)N(CC(=O)Nc1ccc3c(c1)OCCO3)C(=O)CO2 | i | 6.3 | 0.7% | i | 57.4 | 0.0% | -2.4% | 3.2% | 1.1 | 1.1 | 84 | -0.9%
COc1ccc2c(c1)-c1nc(NC(=O)c3cccs3)sc1CC2 | i | 0.9 | 8.8% | i | 57.2 | 26.8µM* | 0.9% | 3.0% | 1.1 | 10.2 | 44 | 0.1%
O=C(COC(=O)c1cc(S(=O)(=O)N2CCOCC2)ccc1Cl)NCc1ccco1 | i | 0.1 | 7.5% | i | 12.3 | 1.2% | 12.2% | -7.9% | x | 3.5 | 63 | 1.4%[50 µM]
CCOC(=O)Cn1cnc2scc(-c3ccc(C)cc3)c2c1=O | i | 0.5 | 13.2% | i | 58.0 | 0.7% | 11.5% | -6.3% | x | 1.2 | 59 | 0.8%
c1ccc(CNc2c(-c3cccc(SC4CCCCC4)c3)nc3ccccn23)cc1 | u | x | 2.6% | i | 11.2 | x | x | x | x | 40.1* | 63* | 3.1%
O=C(NCCC1=CCCCC1)C1CCN(S(=O)(=O)c2cccc3nsnc23)CC1 | i | 4.7 | -3.9% | i | 36.2 | 2.5% | 6.7% | 4.7% | 1 | 4.5 | 45 | -4.0%
CCOc1ccc(NC(=O)N2CCc3ccccc3C2)cc1 | i | 1.1 | -0.4% | i | 9.0 | 2.3% | 13.0% | 6.1% | x | 1.5 | 74 | 0.3%[50 µM]
CCCOP(=O)(OCCC)c1c([N+](=O)[O-])cc(C(F)(F)F)cc1[N+](=O)[O-] | i | 1.2 | 1.9% | i | 39.6 | 20.9% | 6.0% | -5.1% | 1.1 | 3.2 | 63 | 0.5%
COc1ccc(Nc2ncc(C(=O)N3CCN(c4ccc(F)cc4)CC3)c3ccccc23)cc1 | i | 1.6 | 3.6% | i | 19.9 | u | -0.7% | 3.5% | 1.1 | 2.8 | 88 | 0.4%
Cc1ccc(NC(=O)/C(Cl)=C\c2ccccc2)cc1 | i | 0.1 | 4.0% | i | 48.1 | 0.8% | 15.3% | x | x | 5.1 | 63 | -0.5%[50 µM]
Cc1ccc(-c2cc(C(F)(F)F)nc(SCC(=O)c3cccc([N+](=O)[O-])c3)n2)cc1 | i | 4.3 | 2.6% | i | 16.5 | 10.5% | 3.3% | 2.5% | 1 | 0.5 | 60 | 3.9%
CCCc1ccc2oc(C(=O)NCCc3cnn(C)c3)c(C)c2c1 | i | 1.7 | 7.0% | i | 16.7 | u | 11.7% | -6.8% | x | 2.1 | 53 | 0.1%[50 µM]
COc1ccc2[nH]c3c(c2c1)CCN1C(=O)C(CC(=O)NCCc2ccccn2)C[C@H](C(=O)N2CCCCC2)[C@@]31CCc1ccccc1 (stereo not given in full) | i | 0.8 | 9.5% | x | x | x | x | x | x | 1.3 | 50 | 0.0%
CCOC(=O)N1CCN(C(=O)c2ccccc2NC(=O)c2ccc(Br)cc2)CC1 | i | 0.1 | 6.2% | i | 63.1 | 1.6% | 9.4% | -10.6% | 1 | 2.7 | 89 | 0.0%
O=C(COc1ccc2c(-c3ccccc3)cc(=O)oc2c1)Nc1ccc(CN2CCOCC2)cc1 | i | 1.3 | 7.5% | i | 11.3 | 0.6% | 5.7% | -2.2% | x | -1.3 | 47 | -0.1%
CN(C)c1ccc(NC(=O)Oc2ccccc2)cc1 | i | 0.6 | u | i | 39.8 | 1.1% | u | 26.3% | 1.2 | 0.3 | 83 | 2.4%
N#CCCn1cc(C(N)=O)c(-c2ccc3ccccc3c2)n1 | i | 0.2 | 9.5% | i | 51.3 | 0.9% | 2.6% | 1.7% | x | -1.1 | 63 | 0.1%
CCc1c(C)sc(NC(=O)c2ccco2)c1C#N | i | 0.9 | 11.8% | x | x | x | x | x | x | 1.6 | 55 | 0.0%
O=C(CSc1n[nH]c(=O)[nH]c1=O)Nc1ccc(SC(F)F)cc1 | i | 0.7 | 4.3% | i | 35.4 | x | x | x | x | 0.5 | 50 | 1.2%
O=C(NCc1ccccc1Cl)c1ccccc1CCc1ccccc1 | i | 0.3 | 6.9% | i | 59.5 | 2.9% | 10.0% | -5.7% | 1.1 | -0.4 | 89 | -0.2%
CCOc1cc(CNn2nnnc2N)ccc1OCC(=O)NC(C)(C)C | i | 1.6 | 4.6% | i | 45.4 | -1.1% | 11.7% | 5.3% | 1 | -5.6 | 91 | 0.8%
O=C(NCc1nnnn1-c1ccc(F)c(F)c1)c1ccc2ccccc2c1 | i | 1.0 | -1.8% | i | 47.1 | 2.1% | 2.6% | 4.6% | x | 0.6 | 53 | -0.7%[50 µM]
CCCn1c(CCNc2nc(-c3ccc(OC)cc3)cs2)nc2ccccc21 | i | 0.7 | 7.0% | i | 15.3 | 0.2% | 24.2% | -1.7% | x | 1.1 | 102 | 2.1%
CC1(C)CC(NC(=O)c2ccc(-c3ccc([N+](=O)[O-])cc3)o2)CC(C)(C)N1 | x | x | 7.1% | i | 41.9 | 0.0% | 17.4% | 3.4% | x | 1.7 | 66 | 0.1%
Cc1cc(C)cc(N(CC(=O)NCc2ccc(F)cc2)C(=O)CCC(=O)Nc2ccccn2)c1 | i | 0.3 | 3.3% | i | 46.8 | 1.6% | 2.4% | -5.9% | x | 1.3 | 44 | 0.7%
Cc1ccc2c(COC(=O)c3ccccc3F)cc(=O)oc2c1 | i | 0.6 | 1.6% | i | 30.7 | 1.2% | -0.8% | 2.6% | x | -0.4 | 40 | 0.2%
O=Cc1ccccc1OCCOc1ccc([N+](=O)[O-])cc1 | i | 0.0 | 10.1% | i | 53.7 | 4.9% | 26.7% | 1.0% | 1.1 | 0.7 | 86 | -0.1%
O=C(c1ccccc1)c1sc(N2CCOCC2)nc1-c1ccccc1 | i | 1.0 | 16.1% | i | 59.9 | 2.4% | -6.0% | -9.5% | 1.1 | -0.7 | 85 | -0.1%
Cc1cc(C(=O)OCC(=O)N2c3ccccc3NC(=O)C2(C)C)c(C)n1-c1ccccc1 | i | 0.1 | 6.4% | i | 50.6 | 7.2% | 5.5% | -7.3% | 1.1 | 7.9 | 59 | 2.5%[50 µM]

Screening data from PubChem BioAssay.
